Arr AP2 block – inhibitors of human beta-arrestin and AP2 interaction. FITC-arrestin peptide / GST-AP2 beads, flow cytometry; AP2 beta2 appendage carries R879A mutation. inhibition, % at 10 µM. actives 0.31% (n = 340,000). AID 504490;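 active = inhibition above a set limit, near 3 SD of compounds lacking own fluorescence, cut at about 54% in these data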;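 note: plate controls were DMSO wells for no effect and 5 µM unlabelled arrestin peptide for full effect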
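System: GST-AP2 R879A glutathione beads. Medium: PBS with 0.05% Tween 20 and 0.1% BSA. Also added: FITC-arrestin peptide, 50 nM. Incubation: 12 min plus 1 h, RT. Measured by: high-throughput flow cytometry of beads, ex 488, em 535 nm. Evaluation: percent drop in bead-associated FITC signal.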
NSD2 inh – NSD2 (human) methyltransferase inhibition. NSD2 peptide methylation, AlphaScreen, 120 min. AID 743445. inhibition, % at 12.5 µM. actives 0.54% (n = 310,000); in the data active = inhibition above about 50%
CAL PDZ FP-1 – inhibitors of human CAL PDZ peptide binding; Q9HD26; purified CAL PDZ, TMR-peptide fluorescence polarization, 1 h; inhibition, % at 24.9 µM; actives 0.92% (n = 300,000); AID 602252;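 active = mean inhibition of at least 30% with at least half of replicates also reaching 30%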;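 note: 0% = DMSO neutral control and 100% = excess unlabeled competitor peptide PRC23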
Keap1-Nrf2 PPI – disrupts human Keap1 binding to Nrf2 peptide. inhibition, % at 9.4 µM. actives 0.15% (n = 340,000). Q14145. Keap1 Kelch-Nrf2 peptide fluorescence polarization, 1536-well; in the data active = inhibition above about 12%;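 note: human Keap1 Kelch domain with fluorescein labeled Nrf2 9mer peptide probe; 0% = neutral control wells and 100% = peptide positive control; higher means more block of Keap1 binding to Nrf2 peptide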
DAGLB inhibitor – blocks human DAGLB lipase activity | inhibition, % at 5.17 µM | AID 504411 | HEK293T DAGLB membrane lysate, EnzChek fluorogenic substrate | Q8NCG7 | actives 0.059% (n = 340,000); in the data active = inhibition above about 34%;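 note: 0% = enzyme with vehicle and 100% = wells lacking enzyme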
Pemphigus Ab inh – inhibitors of pemphigus antibody binding to human desmoglein-3. binding (percent of control), % at 10 µM. actives 0.48% (n = 310,000). DSG3-coupled beads, scFv-anti-DSG3-GFP binding, flow cytometry; stronger effect = lower value;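 active = binding more than 3 SD below its plate's average and above zero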;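 note: hits lower antibody fragment binding to DSG3; some compounds called inactive have numbers as strong as hits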
CAL PDZ FP-2 – human CAL PDZ-peptide interaction inhibition | actives 0.02% (n = 330,000) | purified CAL PDZ, TMR-peptide fluorescence polarization, 1 h | Q9HD26 | inhibition, % at 20 µM | AID 504414;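 active = highest replicate inhibition of at least 40%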;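 note: plate controls were DMSO neutral control wells for no effect and unlabeled competitor peptide control wells for full effect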
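Material: tagged CAL PDZ domain; buffer or medium: 25 mM sodium phosphate pH 7.4, 150 mM NaCl, TCEP, IgG, Thesit; compound dosing: single point, 20 µM; schedule: 1 h incubation at room temperature before polarization reading; measured by: FP readout, S and P plane fluorescence; read-out basis: percent inhibition from loss of millipolarization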
V-ATPase pH – regulators of yeast V-ATPase proton transport | S. cerevisiae, pHLuorin cytosolic pH fluorescence | response, % at 10 µM | actives 0.37% (n = 350,000) | AID 504577; in the data active = response mostly above about 7.3%, no sharp cut-off; inactive = mostly below about 5.4%; note: actives read high; inactives centre near 0; some compounds called inactive have numbers as strong as hits; reference of the scale not given here
RTF Ca sens inh – cardiac RTF calcium desensitization | P19429+P45379 | IANBD-labeled cardiac RTF, Ca2+ fluorescence | inhibition, % at 7.15 µM | actives 0.12% (n = 340,000) | AID 493244;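 active = inhibition above the mean inhibition of all tested compounds plus 3 SD, cut at about 17% in these data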;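 note: assay run at fixed EC70 calcium of 1.6 mM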
LANA DNA inh – blocks KSHV LANA C-terminal domain binding to DNA; MBP-C-LANA/FAM-LBS DNA binding, fluorescence polarization; inhibition, % at 9 µM; actives 0.078% (n = 340,000); AID 504423;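 active = highest replicate inhibition at or above 60% at 9 µM, even if other replicates fall short; inactive = all replicates below 60% inhibition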;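 note: 0% = neutral control wells and 100% = 4 µM acridine orange control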
* marks the source's active call; other numbers are inactive results; nt = no result given; & = joins results of further samples.

SMILES	Arr AP2 block	NSD2 inh	CAL PDZ FP-1	Keap1-Nrf2 PPI	DAGLB inhibitor	Pemphigus Ab inh	CAL PDZ FP-2	V-ATPase pH	RTF Ca sens inh	LANA DNA inh
Cc1ccc(N=Nc2c(=O)[nH]n3c(=O)cc(C)[nH]c23)cc1	0	16	-1	-1	8	106	-1.0	0	3	-0.3
CC(C)C(OC(=O)c1ccco1)C(=O)NCc1ccccc1 (configuration not stated)	-7	46	-4	-3	-1	nt	0.9	4	-2	-0.5
COc1ccc(N2CCN(C(=O)CCNS(=O)(=O)c3cccs3)CC2)cc1	10	nt	-5	2	2	102	-1.2	6	3	-1.7
CC(C)N(C(=S)Nc1cccc(C(F)(F)F)c1)C(C)c1ccccn1 (configuration not stated)	-15	-7	-1	-4	0	114	-0.4	6	-1	0.1
O=C(CNC(=O)Cc1ccccc1)NCC(=O)OCc1ccccc1	-39	16	-2	-1	-1	108	-0.8	-59	-4	-0.4
CSCc1ccc(C(=O)NCc2ccc(C)cc2)cc1	7	0	-1	-2	-7	106	-0.7	-2	-10	1.7
Cc1cc(C)c(S(=O)(=O)NCc2ccc3c(c2)OCO3)cc1C	4	-1	0	1	-4	120	-0.5	0	-10	-0.9
O=C(Nc1ccccc1C(=O)O)c1cc(S(=O)(=O)N2CCCCCC2)ccc1Cl	22	4	-1	0	6	111	-2.7	-2	7	0.0
CN(C)CCOC1c2ccccc2CCc2ccc3ccccc3c21 (configuration not stated)	1	18	nt	-4	-1	115	-1.0	5	3	1.3
O=C(Nc1nnc(C2CC2)s1)c1cncc(Br)c1	4	0	-4	-1	-1	100	0.7	1	7	4.0
NC(=S)Nc1cccc2cn[nH]c12	-19	-1	3	-1	0	101	-1.1	2	-10	0.7
Cc1ccc(S(=O)(=O)N2CCCC2C(=O)NCCc2ccccc2)cc1 (configuration not stated)	-3	-3	-1	-5	-2	109	-2.1	-1	9	1.8
Cc1cccc(N(C(=O)c2nsc(Cl)c2Cl)C(C(=O)NC2CCCC2)c2ccc(O)cc2)c1 (configuration not stated)	0	0	-4	5	-2	98	0.9	3	-26	-1.3
CCOc1cc(/C=C2\NC(=S)N(C)C2=O)ccc1OCc1ccc(C(=O)O)cc1	17	9	-3	-1	0	91	-1.7	-4	1	-0.9
COc1ccc(C(=O)NCC2(c3ccccc3)CCOCC2)cc1[N+](=O)[O-]	6	-2	-2	5	0	120	-3.7	1	-3	1.2
CCOC(=O)c1nnn(-c2nonc2N)c1CN(C)C1CCCCC1	-2	1	nt	2	-1	106	0.0	2	-5	2.2
COc1ccc(NC(=O)N2CCCC(c3nc(-c4ccc(C(C)C)cc4)no3)C2)cc1 (configuration not stated)	2	0	-1	-4	-9	106	-1.7	4	-3	-0.5
CCc1nnc(NC(=O)CCC(=O)NCc2ccccc2Cl)s1	11	-5	-8	-7	4	76	-0.8	-5	-1	1.6
CC(C)COc1cccc(-c2cc(C(=O)N/N=C/c3ccncc3)c3ccccc3n2)c1	2	2	nt	-4	-2	nt	-1.1	-4	-4	-0.3
COc1ccc(NC(=O)Cn2nc(Cc3cccnc3)c3ccccc3c2=O)c(OC)c1	0	2	-7	1	0	89	-1.0	0	-9	-1.0
CC(C)CCn1c(Cl)nc2c1c(=O)n(C)c(=O)n2C	1	1	-1	-2	-1	nt	-0.5	1	-10	-0.9
O=C(CSc1ccccc1)N1CCN(c2ccccn2)CC1	-5	-2	-3	1	-3	113	0.0	-3	-15	1.7
Fc1ccccc1CNc1nc(-c2cccnc2)nc2ccccc12	-10	-4	-5	-5	1	117	-0.8	0	-4	-1.4
CCOC(=O)Nc1c(C)n(C)n(-c2ccccc2)c1=O	6	0	nt	-6	-1	97	-2.5	4	-9	-0.7
O=C(COC(=O)COc1ccccc1[N+](=O)[O-])NC1CCCCC1	6	-1	nt	-7	-2	110	0.1	2	-2	1.3

The closing 3 records of the part above lead into the next:
SMILES	Arr AP2 block	NSD2 inh	CAL PDZ FP-1	Keap1-Nrf2 PPI	DAGLB inhibitor	Pemphigus Ab inh	CAL PDZ FP-2	V-ATPase pH	RTF Ca sens inh	LANA DNA inh
Fc1ccccc1CNc1nc(-c2cccnc2)nc2ccccc12	-10	-4	-5	-5	1	117	-0.8	0	-4	-1.4
CCOC(=O)Nc1c(C)n(C)n(-c2ccccc2)c1=O	6	0	nt	-6	-1	97	-2.5	4	-9	-0.7
O=C(COC(=O)COc1ccccc1[N+](=O)[O-])NC1CCCCC1	6	-1	nt	-7	-2	110	0.1	2	-2	1.3
COc1ccc(S(=O)(=O)N(C)CC(=O)Nc2cccc(C(C)=O)c2)cc1	1	nt	3	2	-1	99	-0.1	-4	-2	-1.2
CCOc1ccccc1C1C(C#N)=C(N)Oc2n[nH]c(CC)c21 (configuration not stated)	44	1	-2	1	0	100	0.1	6	-13	0.2
Cc1csc(=O)n1CC(=O)OCC(=O)NCc1ccccc1	-11	10	-2	1	-1	103	-2.4	4	-12	0.0
Cc1cc(C)n(Cc2cc(C(=O)O)c3ccccc3n2)n1	24	2	0	4	-2	98	-0.6	-1	-1	0.2
CCOC(=O)c1ccc2c(c1)nc(-c1ccccn1)n2CC	6	-2	-14	-5	-4	119	0.2	-1	5	0.4
Cc1cccc(NC(=O)CCc2ccccc2)c1	8	-7	-7	-2	-3	97	0.0	1	-10	1.9
COc1ccc(C2Nc3ccccc3C(=O)N2NS(=O)(=O)c2ccc(C)cc2)cc1OC (configuration not stated)	-10	-1	-4	-2	3	105	-1.4	2	5	-0.3
CCOc1ccccc1NC(=S)NCc1cccn1C	-2	-3	-3	-3	4	98	-1.6	-1	-10	-0.7
CCN(CCNC(=O)c1ccc(C#N)cc1)c1cccc(C)c1	26	25	0	1	-3	nt	-1.9	-3	-12	1.1
CNc1ncnc(Sc2ccc(Cl)cc2)c1[N+](=O)[O-]	12	-1	nt	nt	nt	99	nt	0	nt	nt
CCCCC(=O)NC(c1ccccc1Cl)c1c(O)ccc2ccccc12 (configuration not stated)	3	-1	-2	1	3	97	-0.2	2	-2	0.6
Cc1cc(Nc2nc3ccccc3nc2Cl)n(-c2ccccc2C)n1	15	-16	-3	-2	-4	96	-1.0	2	-4	-1.2
Cc1c(CCC(=O)N2CCC[C@H]2C(=O)O)c(=O)oc2c(C)c3oc4c(c3cc12)CCCC4	15	nt	-22	-1	5	nt	-6.6	-4	5	-0.6
Cc1cc(C)n2c(SCC(=O)N(C)C3CCCCC3)nnc2n1	6	-3	5	0	2	95	-2.7	1	-4	0.6
CCOc1ccc(-c2noc(-c3ccncc3)n2)cc1OCC	9	-2	-29	-2	-9	98	-3.7	-2	2	-0.1
COc1ccc(CCN2C(=O)N[C@@H](CCC(=O)O)C2=O)cc1	4	-4	-2	-8	-1	95	-0.9	-2	-8	1.9
NS(=O)(=O)c1ccc(CCNC(=O)c2ccc([N+](=O)[O-])s2)cc1	3	-5	-5	3	-1	97	-2.0	-3	8	1.1
O=C(/C=C/c1ccc(OCCCF)cc1)N1CCN(Cc2ccccc2)CC1	34	70*	-20	1	-3	90	-1.7	-2	-14	1.0
CCOC(=O)C1=C(c2ccccc2)NC(=O)NC1c1ccc(OCC#N)c(OC)c1 (configuration not stated)	5	3	-21	0	0	nt	-1.0	3	1	0.2
O=C(CCc1cn(Cc2ccc(F)cc2)c2ccccc12)N1CCOCC1	-16	0	-23	0	-3	nt	-3.0	-4	-2	1.0
Cc1cccc(C(=O)NCCC(=O)N2CCc3ccccc3C2)c1	2	0	-5	-1	0	nt	-1.2	0	-7	5.1
COC(=O)c1cc(S(=O)(=O)NC2CCCCC2)cn1C	6	-3	-6	-1	0	95	-0.9	-1	-4	1.0
Cc1ccc(NS(=O)(=O)c2ccc(C(=O)NNC(=O)c3ccccc3O)cc2)cc1	0	2	-4	3	4	96	-2.0	4	-3	1.2
N#Cc1c(N2CCN(C(=O)c3ccccc3)CC2)nc(-c2ccccc2)c2c1CCCC2	-6	-3	-1	-4	-7	102	-1.0	2	-2	4.4
Cc1ccccc1-n1nnnc1-c1ccccc1	-1	nt	nt	-9	2	112	-0.3	0	3	-0.2
Further entries:
SMILES	Arr AP2 block	NSD2 inh	CAL PDZ FP-1	Keap1-Nrf2 PPI	DAGLB inhibitor	Pemphigus Ab inh	CAL PDZ FP-2	V-ATPase pH	RTF Ca sens inh	LANA DNA inh
O=C1c2ccccc2C(=O)c2c1ccc(C(=O)N1CCCCC1)c2NCCO	-3	nt	-5	1	1	101	2.4	1	-5	-2.5
CN(c1ccccc1)S(=O)(=O)c1cccc(NC(=O)CSc2n[nH]c(N)n2)c1	0	-3	-4	-1	-2	95	-1.1	3	-3	-2.0
Cc1csc(CN(C)C(=O)C2CCC(=O)N(CCCc3ccccc3)C2)n1 (configuration not stated)	-3	0	-3	-1	-4	98	-1.8	1	4	-1.4
Cc1cccnc1NC(=O)c1ccc(S(=O)(=O)N2CCC(C)CC2)cc1	6	10	-3	1	-2	102	-3.0	-4	-5	0.6
O=C(CSc1nc2ccccc2c(=O)n1CC1CCCO1)NCc1ccc2c(c1)OCO2 (configuration not stated)	15	-2	1	0	-1	92	-1.6	3	5	0.1
C=COCCNC(=O)Nc1ccc(Cl)c(Cl)c1	1	1	-3	-5	0	123	-2.5	-2	-2	-3.7
Cc1ccc(C(=O)C[n+]2cc(-c3ccccc3)n3c2CCCCC3)cc1	12&2	0&0	-2	2&2	-1&3	96&93	-2.5&-3.2	-1&-1	-8&-12	0.0&-0.8
CCn1nnc(NC(=O)c2ccc([N+](=O)[O-])o2)n1	14	23	-3	2	-1	96	-5.2	-1	-9	1.8
O=C(CCn1nnc2ccccc21)OCC(=O)c1ccc(F)cc1	-7	-1	nt	-2	3	126	-0.7	1	-6	-1.4
COc1cc(C=O)ccc1Oc1cnccn1	5	-1	-4	-4	-1	97	-1.3	0	-21	0.6
CCCc1nc2nc(C)c(NS(=O)(=O)c3ccc4c(c3)CCCC4)c(=O)n2[nH]1	-3	-2	4	0	1	106	-2.6	0	5	-1.7
Cc1ccc(C(=O)NC(NC(=O)c2ccc(C)cc2)C(Cl)Cl)cc1	0	0	-4	4	-1	101	0.5	6	-6	0.1
Cc1cc(C)c2nc(NC(=O)c3ccc([N+](=O)[O-])o3)sc2c1	8	1	nt	-3	-1	111	-0.1	0	-7	0.4
CCOc1ccc(S(=O)(=O)N2CCN(CCNS(=O)(=O)c3ccc(C)cc3)CC2)cc1	-11	-1	4	-3	1	100	-2.9	1	-16	0.3
CN(CCc1ccccc1)C(=O)c1ccc(NC(=O)Cc2cccc(NC(=O)C3CCN(C(=O)C4CC4)CC3)c2)cc1	16	nt	-2	-3	-1	108	-0.7	-5	-6	-0.3
O=C(COC(=O)c1ccccc1C(=O)N1CCN(c2ccccc2)CC1)Nc1ccc(F)cc1	22	-2	nt	-2	0	99	0.5	-3	-6	0.2

The list is partial, so the mix of outcomes need not match the whole.
